# High-throughput results deposited in PubChem BioAssay by Southern Research Specialized Biocontainment Screening Center.
# H37Rv inhibition: M. tuberculosis growth inhibition, HTS (AID 449762); M. tuberculosis H37Rv growth inhibition, 7H9 media; higher % means a stronger effect; inhibition, % at 25 µM; hits with a dose series show IC50 in µM; 0.59% of 330,000 active; in the data active = a potency from the dose series; inconclusive = inhibition above about 70% without an active follow-up result;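 note: bacterial growth assessed after seven days of incubation; strong numbers were not always called active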
# influenza NS1A: H1N1 influenza NS1A inhibitors, functional cell based assay (AID 504329); NS1A functional cell-based assay, percent inhibition; higher % means a stronger effect; inhibition, % at 12.5 µM, or IC50 in µM where a hit was titrated; 0.3% of 340,000 active; in the data active = a potency from the dose series; inconclusive = inhibition above about 27% without an active follow-up result; note: strong numbers were not always called active
# M. tuberculosis: growth inhibition of non-replicating M. tuberculosis (AID 488890); Mycobacterium tuberculosis non-replicating, growth inhibition; higher % means a stronger effect; one-dose inhibition, % at 25 µM; IC50 in µM for titrated hits; 0.39% of 320,000 active; in the data active = a potency from the dose series; inconclusive = inhibition mostly from about 82% at the one dose, without a potency; inactive = the rest, 99 in 100 with inhibition below about 76%;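 note: plate controls were DMSO cells for no effect and high antibiotic wells for full effect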
# Salmonella PhoP GFP: PhoP regulon inhibitors, Salmonella typhi PhoP promoter GFP reporter, confirmatory (AID 1850); Salmonella Typhi PhoP-promoter GFP reporter, fluorescence, 4 h; higher % means a stronger effect; one-dose inhibition, % at 50 µM; IC50 in µM for titrated hits; 0.33% of 310,000 active; in the data active = a potency from the dose series; inconclusive = inhibition mostly from about 25% at the one dose, without a potency; inactive = the rest, 99 in 100 with inhibition below about 19%;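 note: 0% = induced wells with vehicle and 100% = uninduced wells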
# VEEV TC-83 Vero: inhibitors of VEEV TC-83 cytopathic effect, confirmation, Vero cells (AID 588727); Vero cells, VEEV TC-83 cytopathic effect inhibition; higher % means a stronger effect; inhibition, % at 20 µM, or IC50 in µM where a hit was titrated; 0.13% of 350,000 active; in the data active = a potency from the dose series; inconclusive = inhibition mostly from about 14% at the one dose, without a potency; inactive = the rest, 99 in 100 with inhibition below about 12%; note: strong numbers were not always called active
# VEEV TC-83 Vero 10K pilot screen: also measured in VEEV TC-83 Vero; calls as there; inhibition, %; measured here: 10K pilot screen inhibition
# The depositor's hits bear a star; i = inactive; u = inconclusive; x = not tested or not shown.
SMILES,H37Rv inhibition,influenza NS1A,M. tuberculosis,Salmonella PhoP GFP,VEEV TC-83 Vero,others
CN(CCC#N)C(=O)CSc1nc2scc(-c3ccccc3)c2c(=O)[nH]1,13%,-4%,-4%,-7%,1.4%,
COc1ccc(S(=O)(=O)Nc2ccc3c(c2)OCO3)cc1C,9%,1%,22%,5%,0.8%,
COc1cc(C(=O)Oc2cccc(C)c2)cc(OC)c1OC,u,-4%,64%,-7%,5.0%,
CC(=O)NCCCC(=O)NC(CCC(=O)OCc1ccccc1)C(=O)OCc1ccccc1 (stereo unspecified),-10%,8%,-3%,-2%,i,
CCC(=O)Nc1ccc2nc(SCC(=O)N3CCCC3)sc2c1,6%,-3%,25%,5%,1.4%,
Cc1nn(-c2ncc(C(F)(F)F)cc2Cl)c(=O)n1-c1c(F)cccc1F,2%,-19%,-12%,0%,2.0%,
Cc1ccc(S(=O)(=O)c2nc(-c3ccccc3Br)oc2N(C)C)cc1,-6%,0%,-2%,-4%,6.3%,
Cc1cccc(NS(=O)(=O)c2ccc(-c3cnc(C4CC4)o3)cc2)c1C,-8%,2%,10%,-13%,3.6%,
O=C(O)COc1ccccc1/C=N/NC(=O)CN1CCN(Cc2ccccc2Cl)CC1,-8%,-9%,-1%,-2%,0.4%,
COc1cccc(N2CCN(Cc3nc(N)nc(Nc4ccccc4)n3)CC2)c1,u,-12%,67%,-5%,i,
Cc1ccc(/C=N/NC(=O)CNC(=O)c2cccs2)o1,3%,4%,8%,9%,0.3%,
CNC(=S)NCc1ccc2[nH]c3c(c2c1)CCCC3,4%,-2%,24%,1%,0.1%,
CC1CC(C)CN(C(=O)CSc2ccsc2[N+](=O)[O-])C1 (stereo unspecified),6%,2%,28%,5%,0.2%,
CC(=O)N1CCC(C(=O)Nc2ccc(S(=O)(=O)N3CCCCC3)cc2)CC1,-1%,-1%,1%,-9%,1.7%,
COc1cc(/C=C/C(=O)O)cc(S(=O)(=O)Nc2ccc3nc(SC)sc3c2)c1OC,-8%,-6%,1%,2%,0.5%,
CCCCCCCCC(=O)NCc1ccc(O)c(OC)c1,1%,-2%,-12%,-11%,i,
COc1ccc(CNC(=O)c2ccc(-c3ccccc3)cc2)cc1,-1%,-3%,-2%,-4%,i,
CC12CCC(C(=O)N(CCCCN3CCN(c4ccccn4)CC3)C1=O)C2(C)C (stereo unspecified),-5%,-23%,5%,-6%,0.3%,
CC(C(=O)O)N1C(=O)C2C3CC(C2C1=O)C1C(c2ccccc2)c2sc(=O)[nH]c2SC31 (stereo unspecified),-5%,-4%,-11%,0%,0.3%,
O=C1CCC(C(=O)N2CCCO2)CN1Cc1cccc(C(F)(F)F)c1 (stereo unspecified),x,10%,x,x,0.2%,

# Next part; the last 3 above are carried over.
SMILES,H37Rv inhibition,influenza NS1A,M. tuberculosis,Salmonella PhoP GFP,VEEV TC-83 Vero,others
CC12CCC(C(=O)N(CCCCN3CCN(c4ccccn4)CC3)C1=O)C2(C)C (stereo unspecified),-5%,-23%,5%,-6%,0.3%,
CC(C(=O)O)N1C(=O)C2C3CC(C2C1=O)C1C(c2ccccc2)c2sc(=O)[nH]c2SC31 (stereo unspecified),-5%,-4%,-11%,0%,0.3%,
O=C1CCC(C(=O)N2CCCO2)CN1Cc1cccc(C(F)(F)F)c1 (stereo unspecified),x,10%,x,x,0.2%,
CC(=O)NC1C2CN3CCN(C2)CC1(Cc1ccccc1)C3 (stereo unspecified),-6%,-6%,1%,11%,1.3%,
CC(=O)N1C2CCCCC2S[C@H]2CCCCC21 (stereo partly specified),0%,-2%,-5%,0%,0.1%,
NC(=O)c1ccsc1NC(=O)COc1ccccc1,-7%,0%,-2%,5%,1.7%,
COc1cc(-c2nc3ccccn3c2/N=C/c2cc(OC)c(O)cc2Cl)ccc1O,14%,10%,42%,2%,0.3%,
O=C(O)c1ccccc1Nc1ccc([N+](=O)[O-])cc1,-8%,-1%,45%,-14%,8.6µM*,
O=C1c2ccccc2C(=O)N1CCCCN(C(=O)c1cc2ccccc2oc1=O)c1ccc(Cl)cc1,-3%,6%,-5%,3%,0.8%,
Nc1ncnc2c1ncn2[C@@H]1O[C@H](CNC(=O)[C@@H](N)C2CCCCC2)[C@@H](O)[C@H]1O,x,-21%,x,x,8.9%,
CC(C)c1nnc(NC(=O)C2CCCN2C(=O)Nc2ccccc2[N+](=O)[O-])s1 (stereo unspecified),0%,4%,1%,10%,0.1%,
O=S(c1ccc2ccccc2c1)c1cnns1 (stereo unspecified),59%,20%,48%,5%,12%,
O=C(Cn1cnc2c(nnn2Cc2ccccc2)c1=O)N1CCCc2ccccc21,0%,0%,-8%,0%,1.0%,
O=C(NCc1cccs1)C1CCCN1C(=O)Nc1ccccc1 (stereo unspecified),-4%,1%,-6%,1%,2.3%,
O=C(COc1ccccc1Cl)NCc1ccccc1,4%,-1%,11%,1%,i,
O=C(O)c1nn(CC(=O)N2CCN(S(=O)(=O)c3ccc(Cl)cc3)CC2)c(=O)c2ccccc12,-7%,5%,36%,18%,i,
O=C(O)c1ccc2c(c1)C(=O)N(CCc1ccccc1)C2=O,3%,-3%,1%,6%,0.2%,
Cc1ccc(NC(=O)CNc2ccccc2CN(C)C2CCCCC2)cc1,-2%,6%,48%,-2%,i,
Cc1nc(Cl)c2c(n1)NC1=C(O2)C(=O)CCC1,-8%,0%,15%,4%,1.6%,
S=C(Nc1ccc2c(c1)OCO2)Nc1ccc2c(c1)OCO2,-7%,-2%,i,9%,4.7%,
CCc1nc(NCCN2CCOCC2)c2oc3ccccc3c2n1,4%,-23%,-1%,7%,4.8%,
CC1CCCC(NC(=O)C2CCN(S(=O)(=O)N3CCCCC3)CC2)C1C (stereo unspecified),-7%,9%,15%,2%,0.3%,
NN=C1C(=O)c2cccc3cccc1c23,x,8%,x,x,1.7%,
CSc1nnc2c(n1)OC=Nc1ccccc1-2,3%,2%,-13%,-5%,3.6%,
Cc1c(Cl)cccc1NCC(=O)Nc1ccc(Cl)cc1F,1%,-14%,18%,-7%,1.6%,
C=CCNC(=O)NC(=O)COC(=O)[C@H](C)NS(=O)(=O)c1c(C)c(C)cc(C)c1C,-1%,-22%,-8%,10%,2.8%,
O=C(Nc1ccc(F)cc1)C1CCCCC1,-1%,-20%,42%,-10%,0.9%,
COc1ccc(OC)c(NC(=O)COC(=O)Cc2ccsc2)c1,7%,-1%,38%,x,i,
COc1ccccc1NC(=O)c1ccc(N)cc1,2%,0%,-6%,-7%,0.7%,
CC(C)OCc1c(C(=O)Nc2nccs2)oc2ccccc12,46%,-8%,60%,-19%,6.9%,
Cc1ccc(C(CC(=O)NCCCN(C)C)c2ccc(OC(C)C)cc2)cc1 (stereo unspecified),-16%,0%,15%,7%,i,
O=C(Nc1ccc(S(=O)(=O)Nc2ncccn2)cc1)C12CC3CC(CC(C3)C1)C2,-2%,-12%,24%,-12%,3.4%,
COc1ccc(-c2noc(N3CCC(C(=O)NCc4ccc(Cl)cc4)CC3)n2)cc1,-11%,-5%,-8%,9%,i,
Cc1ccc(N2C(=O)CC(c3c[nH]c4ccccc34)C2=O)cc1 (stereo unspecified),-10%,0%,-9%,1%,6.2%,
Cc1ccc(S(=O)(=O)N2CCCCC2)cc1NC(=O)c1ccc2c(c1)OCO2,-9%,-4%,13%,2%,7.0%,
Cc1oc(-c2ccccc2Cl)nc1CS(=O)CC(=O)NC1CC1 (stereo unspecified),3%,0%,-6%,6%,i,
COc1ccc(OCCn2ccnc2C)cc1,7%,-1%,-9%,-8%,0.2%,
COc1cc(SC)ccc1C(=O)OC1CCOC1=O (stereo unspecified),x,-5%,-20%,-6%,0.6%,VEEV TC-83 Vero 10K pilot screen=0.0
Cc1noc(C)c1COc1ccc(C(=O)N2CCN(S(=O)(=O)c3cccc(F)c3)CC2)cc1,-4%,-21%,-3%,x,0.6%,
O=C(NCC1CCCO1)c1cc(C(=O)C2CC2)c[nH]1 (stereo unspecified),0%,-2%,8%,-9%,2.5%,
CCOC(=O)C1=C(N)OC2=C(C(=O)CCC2)C12C(=O)N1c3c(ccc(C)c32)C(C)=CC1(C)C (stereo unspecified),0%,-3%,14%,7%,4.9%,
CS(=O)(=O)N1CC2CCCN2c2ccc(C(F)(F)F)cc21 (stereo unspecified),-7%,1%,16%,-14%,1.1%,
O=C(CSc1n[nH]c(-c2ccccc2)n1)c1ccc(O)c(O)c1,14%,6%,-1%,15%,0.6%,

# Structures from the list above that contain two or more sulfur atoms:
SMILES,H37Rv inhibition,influenza NS1A,M. tuberculosis,Salmonella PhoP GFP,VEEV TC-83 Vero,others
CN(CCC#N)C(=O)CSc1nc2scc(-c3ccccc3)c2c(=O)[nH]1,13%,-4%,-4%,-7%,1.4%,
CCC(=O)Nc1ccc2nc(SCC(=O)N3CCCC3)sc2c1,6%,-3%,25%,5%,1.4%,
CC1CC(C)CN(C(=O)CSc2ccsc2[N+](=O)[O-])C1 (stereo unspecified),6%,2%,28%,5%,0.2%,
COc1cc(/C=C/C(=O)O)cc(S(=O)(=O)Nc2ccc3nc(SC)sc3c2)c1OC,-8%,-6%,1%,2%,0.5%,
CC(C(=O)O)N1C(=O)C2C3CC(C2C1=O)C1C(c2ccccc2)c2sc(=O)[nH]c2SC31 (stereo unspecified),-5%,-4%,-11%,0%,0.3%,
O=S(c1ccc2ccccc2c1)c1cnns1 (stereo unspecified),59%,20%,48%,5%,12%,

# Carrying on.
SMILES,H37Rv inhibition,influenza NS1A,M. tuberculosis,Salmonella PhoP GFP,VEEV TC-83 Vero,others
O=C(CCCc1nc(-c2ccc(Cl)cc2)no1)NC1CCCC1,24%,-13%,79%,4%,3.5%,
COCCCN(C(=S)NC(=O)C12CC3CC(CC(C3)C1)C2)c1c(N)n(Cc2ccccc2)c(=O)[nH]c1=O,0%,-3%,0%,-5%,3.9%,
Cc1ccccc1NC(=O)COc1ccc2c(c1)OC(C)(C)CC2=O,9%,-2%,19%,-3%,0.1%,
Cn1ncc(Cl)c1C(=O)Nc1nnc(C2CC2)s1,-3%,-10%,1%,-7%,0.8%,
c1ccc(-c2nc(N3CCNCC3)nc3ccccc23)cc1,6%,10%,45%,13%,i,
Cc1cccc(NC(=O)NNC(=O)c2nn(C)cc2Br)c1,-3%,24%,-4%,-5%,0.8%,
Oc1ccc(C(c2nnnn2C2CCCCC2)N2CCOCC2)cc1 (stereo unspecified),-9%,7%,13%,10%,0.9%,
O=C(c1ccco1)N1CCN(Cc2nnnn2C2CCCCC2)CC1,9%,13%,-6%,-17%,1.0%,
Cc1ccc(-c2c3c(=O)n(C)c(=O)n(C)c3cn2Cc2ccccc2)cc1,-16%,-6%,59%,10%,i,
O=C(Cc1ccccc1)N1CCN=C1SCc1cccc([N+](=O)[O-])c1,6%,-3%,71%,-6%,2.9%,
CCOc1ccc(N(C(=O)CNC(=O)c2ccco2)C(C(=O)NC2CCCC2)c2ccncc2)cc1 (stereo unspecified),-3%,-1%,4%,-1%,0.5%,
Cc1c(C#N)c2ccccc2n1C,9%,-6%,x,-8%,0.9%,
O=C(Cc1c[nH]c2ccccc12)NNC(=O)c1ccccc1,11%,-1%,-12%,-12%,0.3%,
COc1ccc(C(=O)OCC(=O)Nc2c(C)n(C)n(-c3ccccc3)c2=O)cc1,1%,-9%,-9%,x,1.5%,
O=C1c2ccccc2C(=O)c2c1cccc2-n1nnc2ccccc21,9%,-7%,-23%,0%,i,
Cc1cccc(C)c1NC(=O)CN(C)S(=O)(=O)c1ccc(-c2ccc(=O)[nH]n2)s1,9%,-9%,20%,-22%,4.2%,
C=CCn1c(CNS(=O)(=O)c2ccc(Br)cc2)nnc1SC,2%,-6%,-13%,-7%,2.1%,
COc1cc(C(=O)N2CCC(c3nc(-c4cccnc4)no3)CC2)cc(OC)c1OC,-2%,0%,-8%,2%,2.3%,
CO/N=C/C(NC(=O)c1ccc(C(F)(F)F)cc1)C(=O)OC (stereo unspecified),0%,-3%,13%,3%,0.1%,
O=C(Nc1nc(-c2cccc([N+](=O)[O-])c2)cs1)C(c1ccccc1)c1ccccc1,-3%,5%,12%,-9%,6.9%,
COc1ccc(OC)c(NC(=O)Nc2cc(NC(=O)Nc3cc(OC)ccc3OC)c(C)nc2C)c1,-6%,3%,-19%,-5%,2.9%,
COc1ccccc1CN(C(=O)c1ccco1)C(C(=O)NC1CCCC1)c1ccncc1 (stereo unspecified),1%,-4%,45%,15%,i,
O=C(Nc1ccnn1C1CCN(Cc2ccc(CO)o2)CC1)c1ccc2c(c1)OCO2,-1%,-7%,-2%,-9%,0.2%,
O=C1CC(N2CCOCC2)C(=O)N1CCN1C(=O)CC(N2CCOCC2)C1=O (stereo unspecified),-3%,5%,-1%,-1%,i,
